From PubChem BioAssay
TEAD-YAP inh: TEAD-YAP interaction inhibition. HEK-TIYL cells, TEAD-Gal4/YAP UAS-luciferase luminescence. inhibition, % at 9.12 µM. 1.4% of 640,000 active; in the data active means inhibition above about 32%;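 further: 0% = median of test compound wells and 100% = reference inhibitor wells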
MITF inh: human MITF inhibition, primary screen; O75030; AlphaScreen MITF homodimerization, bead proximity signal; inhibition, % at 2.6 µM; 0.91% of 650,000 active; AID 1259374; in the data active means inhibition above about 50%;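 further: 0% = vehicle wells with protein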
GPR151 activ: human GPR151 activation; Q8TDV0; PathHunter beta-arrestin GPR151 cells, luminescence; 1% of 650,000 active; activation, % at 11.2 µM; in the data active means activation above about 4.9%;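 further: 0% = median of compound wells and 100% = cells with positive control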
Target sequence (Q8TDV0 whole entry, looked up): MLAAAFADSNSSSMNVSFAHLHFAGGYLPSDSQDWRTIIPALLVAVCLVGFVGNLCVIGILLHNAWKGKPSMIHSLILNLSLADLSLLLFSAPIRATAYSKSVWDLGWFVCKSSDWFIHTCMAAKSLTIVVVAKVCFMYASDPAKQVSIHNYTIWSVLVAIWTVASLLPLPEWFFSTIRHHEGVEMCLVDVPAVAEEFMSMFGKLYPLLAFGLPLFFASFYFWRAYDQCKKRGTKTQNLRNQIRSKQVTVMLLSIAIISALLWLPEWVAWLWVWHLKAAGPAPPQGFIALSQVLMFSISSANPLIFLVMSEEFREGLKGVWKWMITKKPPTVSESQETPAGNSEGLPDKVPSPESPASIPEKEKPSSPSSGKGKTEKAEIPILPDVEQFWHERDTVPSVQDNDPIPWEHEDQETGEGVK
FBW7 act: human FBW7 E3 ligase activation, primary screen; Q969H0; AlphaScreen FBW7–phospho-cyclin E peptide binding, activator screen; normalized activity (activation), % at 26.1 µM; 0.13% of 650,000 active; AID 1259310; in the data active means normalized activity above about 1.9%;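 further: purified mutant Fbw7 with reduced substrate affinity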
Target sequence (Q969H0 whole entry, looked up): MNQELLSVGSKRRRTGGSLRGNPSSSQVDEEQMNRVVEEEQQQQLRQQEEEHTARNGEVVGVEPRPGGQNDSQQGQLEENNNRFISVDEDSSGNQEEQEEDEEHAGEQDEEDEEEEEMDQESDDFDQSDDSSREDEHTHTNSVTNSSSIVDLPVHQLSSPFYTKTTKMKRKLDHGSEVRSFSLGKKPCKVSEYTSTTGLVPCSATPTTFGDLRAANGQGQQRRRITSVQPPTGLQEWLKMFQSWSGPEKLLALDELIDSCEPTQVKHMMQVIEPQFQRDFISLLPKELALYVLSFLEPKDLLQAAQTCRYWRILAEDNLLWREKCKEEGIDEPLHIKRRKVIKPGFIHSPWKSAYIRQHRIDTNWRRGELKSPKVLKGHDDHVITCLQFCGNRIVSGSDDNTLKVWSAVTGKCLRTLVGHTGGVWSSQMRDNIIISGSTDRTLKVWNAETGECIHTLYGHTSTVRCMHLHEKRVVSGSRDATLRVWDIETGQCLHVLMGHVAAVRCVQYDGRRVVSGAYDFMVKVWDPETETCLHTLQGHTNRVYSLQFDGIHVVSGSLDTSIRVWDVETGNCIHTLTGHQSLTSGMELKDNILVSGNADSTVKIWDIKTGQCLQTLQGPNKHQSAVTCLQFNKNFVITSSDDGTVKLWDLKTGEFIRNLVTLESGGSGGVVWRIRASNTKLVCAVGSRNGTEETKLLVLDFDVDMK
* hit, by the source's call; & = joins results of further samples.

SMILES | TEAD-YAP inh | MITF inh | GPR151 activ | FBW7 act
CCOc1ccc(S(=O)(=O)N2CCN=C2c2ccccc2)c(C)c1C | 14 | 17 | -1.3 | 0.5
Cn1c(=O)c(=O)n(C)c2cc(S(=O)(=O)N3CCCC3C(=O)Nc3nccs3)ccc21 (stereo not given) | 8 | 6 | -0.7 | 0.2
CCCc1cc(=O)[nH]c(Nc2ccc(C(=O)OC)cc2)n1 | -4 | 5 | 0.8 | 0.2
Cc1ccc(-n2nc3ccc(NC(=O)Cc4ccccc4)cc3n2)cc1 | -10 | 4 | 0.4 | 0.0
O=C1c2oc3ccc(Cl)cc3c(=O)c2C(c2ccncc2)N1Cc1ccccc1 (stereo not given) | -7 | 17 | -0.8 | 0.7
COc1ccc(CC(=O)Nc2cccc(F)c2)cc1OC | -4 | 16 | 0.5 | -0.1
CCN(CC)CCNC(=O)CCn1c(=O)c2cccn2c2cccnc21 | -3 | -8 | 0.0 | -0.1
Cc1cc(C)nc(NC(N)=NCc2cccnc2)n1 | 8 | -2 | -0.5 | 0.0
CN(C)c1ccc(/C=N/NC(=O)Cc2cc(=O)[nH][nH]2)cc1 | 11 | 6 | 0.0 | 0.6
O=c1cc(NCc2ccccc2)c2ccccc2o1 | 0 | -1 | -0.8 | 0.3
CC(NC(=S)c1cccc2ccccc12)c1ccc(S(N)(=O)=O)cc1 (stereo not given) | 4 | -2 | -0.2 | -0.1
COc1ccc(Cn2c(C)cn3c4c(=O)n(Cc5cccc(C)c5)c(=O)n(C)c4nc23)cc1 | 7 | 2 | 2.2 | 0.0
Cc1ccc2c(c1)c(=O)c1ccccc1n2CCCC(=O)Nc1nc2ccccc2s1 | 0 | 10 | -0.3 | 0.1
CCc1nnc(NC(=O)CSc2nnc(NC(=O)c3cc(Cl)ccc3Cl)s2)s1 | -5 | -4 | -1.6 | 0.1
COC(=O)c1ccccc1NC(=O)c1ccc(N2CC3CC(C2)c2cccc(=O)n2C3)c(NC(=O)/C=C/c2ccccc2)c1 (stereo not given) | 0 | 1 | -0.7 | -0.2
CCCCNC(=O)CSc1nc2cc3c(cc2c(=O)n1CCCC(=O)NCc1ccc(OC)cc1)OCO3 | 4 | 2 | 0.1 | 0.0
CCC(=O)/C=C/n1c(=S)oc2ccccc21 | 55* | -12 | 1.0 | -0.2
O=C(Cn1ncc2cccn2c1=O)Nc1ccc(N2CCCCC2)cc1 | -64 | 7 | -0.5 | -0.2
Cc1ccc(S(=O)(=O)N(C)CC(=O)Nc2ccc(C(N)=O)cc2)cc1 | -9 | 21 | -1.1 | 0.3
CCn1nnc(NC(=O)c2ccc(-c3ccc(Cl)cc3)o2)n1 | -25 | 4 | -2.4 | 0.3
CCCc1nnc(/N=C/c2cc(-c3ccccc3)sc2O)s1 | -3 | 2 | 0.3 | -0.1
O=C(Cn1cnc2c(nnn2-c2ccc(F)cc2)c1=O)Nc1ccc(F)cc1F | 2 | 7 | -0.3 | 0.0
CCN(CC)c1nc(Nc2ccccc2)nc(NC2CCN(Cc3ccccc3)CC2)n1 | 9&7 | -1&4 | -2.4&0.8 | 0.6&-0.1
CCOC(=O)c1c(NC(=O)c2ccc(S(=O)(=O)N3CCCCCC3)cc2)sc2c1CCN(C(=O)OCC)C2 | 3 | -16 | -0.3 | 0.0
Cc1cc(NC(=O)Cn2ncc3ccccc32)ccc1Br | 1 | 5 | 1.5 | 0.1
O=C(NCc1cccs1)c1nn2c(c1Cl)NC(c1ccccc1)CC2C(F)(F)F (stereo not given) | 12 | -29 | 2.8 | 0.0
Cc1ccccc1C(=O)Nc1cccc(-c2nc3cc(Cl)ccc3o2)c1 | 7 | -1 | 1.8 | 0.1
O=S(=O)(c1ccsc1)N1CCC(CO)(Cc2ccccc2Cl)CC1 | 2 | 10 | -0.2 | 0.1
COC(=O)c1ccc(CN(Cc2ccc(OC)c(OC)c2)S(=O)(=O)c2ccc(C)cc2)cc1 | -2 | 14 | 3.8 | 0.1
CC1Sc2cc(S(=O)(=O)CCC(=O)NCc3cccs3)ccc2NC1=O (stereo not given) | 5 | -6 | 0.3 | -0.2
CCOC(=O)C1=C(C)N=c2s/c(=C/c3ccc4c(c3)OCO4)c(=O)n2C1c1ccc(C)o1 (stereo not given) | 5 | -5 | -1.2 | 0.0
CCOC(=O)c1c(NC(=O)C(C)Sc2nnc(CNC(=O)c3ccccc3F)n2CCc2ccccc2)sc2c1CCC2 (stereo not given) | 14 | 10 | -1.3 | -0.1
C=CCC(O)(CC=C)CNC(=O)CCc1nnc(C2(c3ccc(Cl)cc3)CCC2)o1 | -19 | -1 | -0.1 | 0.0
Cc1cc(NC(=O)CN2C(=O)NC(C)(c3ccc(Cl)cc3)C2=O)no1 (stereo not given) | -11 | 4 | 2.2 | 0.0
COC(=O)c1c(NC(=O)c2cc(Cl)ccc2OC)sc(C(=O)N(C)C)c1C | -2 | 4 | 1.5 | 0.0
O=C(Nc1ccncc1)C(Cc1ccccc1)NS(=O)(=O)c1cccc2nsnc12 (stereo not given) | 7 | 9 | 1.2 | 0.2
Cc1cccc(NC(=O)c2nccnc2C(=O)O)c1 | 4 | 14 | 0.0 | 0.0
COc1ccc(CN2C(=O)CC(C(=O)Nc3ccccc3OC)SC2=Nc2ccc(F)cc2)cc1 (stereo not given) | 3 | 7 | 0.9 | -0.2
O=C(Nc1ccc(-c2nc3ncccc3o2)cc1)c1cccc(F)c1 | -15 | 12 | -1.6 | 0.5
COc1ccc(OCCOCC(O)CNC(C)C)cc1 (stereo not given) | -5 | -8 | 0.7 | -0.1
COc1ccc2[nH]c(=O)c(CN(CC3CCCO3)S(=O)(=O)c3ccc(F)cc3)cc2c1 (stereo not given) | 5 | 9 | 0.2 | 0.6
O=C1c2ccc(Br)cc2C(=O)N1c1cc(Cl)ccc1Cl | 5 | 14 | 0.4 | 0.1
COc1ccc(-c2cnnc(N[C@H]3CCCCNC3=O)n2)cc1 | -20 | 2 | 0.2 | 0.2
CCOc1nc(NCCC2=CCCCC2)nc(OCC)n1 | -7 | -3 | 9.8* | 0.2
CCN(CC)C(=O)C1CCCN(C2CC(=O)N(c3ccc(Br)cc3)C2=O)C1 (stereo not given) | 5 | 1 | 0.2 | 0.0
CCCN1Cc2cccc(C(=O)Nc3ccc(Cl)cc3)c2C1=O | 5 | -1 | -0.2 | -0.3
Cc1ccccc1NC(=O)CSc1nc(=O)n(CCN2CCOCC2)c2c1CCC2 | 10 | 2 | -1.4 | 0.1
COc1ccccc1NC(=O)NCC(c1cccn1C)N1CCCC1 (stereo not given) | 4 | -2 | -0.7 | 0.5
CCOC(=O)C1CCN(C(=O)c2c[nH]c3ccc(S(=O)(=O)N(C)c4ccc(Cl)cc4)cc3c2=O)CC1 | 6 | 3 | 0.2 | 0.2
O=C(CC1C(=O)N(c2ccc(F)cc2)C(=S)N1CCc1ccc(Cl)cc1)Nc1ccc(F)cc1 (stereo not given) | 0 | -4 | 1.1 | 0.5

An excerpt from above, reduced to TEAD-YAP inh:
| molecule | TEAD-YAP inh |
| --- | --- |
| COc1ccc(CC(=O)Nc2cccc(F)c2)cc1OC | -4 |
| COc1ccccc1NC(=O)NCC(c1cccn1C)N1CCCC1 (stereo not given) | 4 |

Going on with the list.
SMILES | TEAD-YAP inh | MITF inh | GPR151 activ | FBW7 act
O=C(Oc1ccc([N+](=O)[O-])c2cccnc12)c1ccc(F)cc1 | 13 | 60* | 0.6 | -0.3
Cn1nc(C(C)(C)C)cc1C(=O)NC1CCCCNC1=O (stereo not given) | -6 | 2 | -0.4 | -0.2
CCS(=O)(=O)c1ccc2c(c1)N(Cc1ccccc1)C(=O)C(C)O2 (stereo not given) | -6 | 20 | -0.7 | 0.9
COc1cc(C=O)c(Br)cc1OCc1ccccc1C#N | 10 | 13 | -0.6 | 0.0
CCOC(=O)C1CCN(C(=O)/C=C/c2ccc(C(C)(C)C)cc2)CC1 | -9 | 5 | -0.9 | 0.1
FC(F)(F)c1cncc(-n2cccc2)c1 | 6 | -1 | 0.9 | 0.5
Cc1cc(C)n(-c2nc3cc(Cl)ccc3nc2NCCN2CCOCC2)n1 | 4 | 8 | -0.7 | 0.0
CCOC(=O)c1c(NC(=O)CSc2nnc(CNC(=O)c3cccs3)n2-c2ccc(F)cc2)sc2c1CCCC2 | -3 | -6 | -1.3 | 0.0
COCCNC(=O)c1cn(C[C@@H]2CCCN(C(=O)c3ccccn3)C2)nn1 | -5 | 16 | -0.7 | 0.0
CN(C)c1ccc(Sc2nnc(NC(=O)c3ccc(Cl)cc3)s2)cc1 | -1 | -4 | 0.6 | 0.1
CCOc1ccc2ccccc2c1CO | -3 | -32 | -0.8 | -0.2
COc1ccc(-c2cnc3c(n2)[nH]c(=O)n3Cc2cccnc2)cc1 | -4 | 2 | 0.0 | 0.1
CN1CCOc2cc(S(=O)(=O)NCCc3ccc(Cl)cc3)ccc21 | -8 | -9 | 1.4 | 0.0
COc1ccc(C2(C(=O)N3CCC(c4ccncc4)CC3)CCCC2)cc1 | -9 | -12 | -0.5 | -0.1
Cc1cc(OC(=O)Nc2cc(F)c(F)cc2Cl)cc(C)c1Cl | -4 | -12 | 2.0 | -0.1
CCOC(=O)c1sc(NC(=O)c2cccnc2)nc1C | -2 | -7 | -0.7 | 0.1
COc1cc(C(=O)Nc2cc(C)ccc2C)c([N+](=O)[O-])cc1OC | -1 | -3 | -1.0 | -0.1
Cc1ccccc1-c1nc2scc(-c3ccc(Br)cc3)c2c(=O)o1 | 3 | 2 | 1.8 | -0.2
COc1ccc(CNS(=O)(=O)c2csc(C(N)=O)c2)cc1 | 3 | -6 | 0.9 | 0.1
CCOC(=O)C1=C(C)N=C2SCCC(=O)N2C1c1ccc(Br)cc1 (stereo not given) | -11 | 0 | 0.3 | -0.2
Cc1cc(Br)ccc1OCCOCCNCCN | 5 | 14 | -1.0 | 0.5
CCn1cc(SCC(=O)Nc2nccs2)c2ccccc21 | 21 | -5 | 0.2 | 0.6
Cc1ccc(NC(=O)CN(C)S(=O)(=O)c2ccc3c(c2)CCC(=O)N3)cc1F | -12 | -12 | 1.0 | -0.4
O=C(NNC(=O)c1nc(-c2ccccc2)n(-c2ccccc2)n1)c1ccccc1 | 6 | 11 | -0.8 | 0.1
CC(C)(C)NC(=O)NC(=O)CN1C(=O)c2cccc([N+](=O)[O-])c2C1=O | -1 | -3 | 0.0 | -0.1
CCOc1ccc(C(F)(F)F)cc1NC(C)=O | -3 | -18 | 1.8 | 0.2
N#Cc1c(SCC(=O)Nc2cccc(F)c2)nc2c(c1-c1ccco1)CCCC2 | -5 | -6 | 1.3 | -0.2
CN(C)C(CNS(=O)(=O)c1cc([N+](=O)[O-])ccc1Cl)c1ccco1 (stereo not given) | -2 | 3 | -1.2 | -0.1
CC(C)(CO)NC(=O)c1cnc2scc(-c3ccccc3Cl)n2c1=O | 9 | -14 | -1.7 | 0.4
CC(C)c1ccc(NC(=O)c2ccc(N3CCN(c4ccccc4Cl)CC3)c([N+](=O)[O-])c2)cc1 | -5 | 0 | 0.6 | 0.7

A draw from above in order of length of the SMILES, lowest first.
SMILES | TEAD-YAP inh | MITF inh | GPR151 activ | FBW7 act
Cc1cc(Br)ccc1OCCOCCNCCN | 5 | 14 | -1.0 | 0.5
CCOc1ccc(C(F)(F)F)cc1NC(C)=O | -3 | -18 | 1.8 | 0.2
CCn1cc(SCC(=O)Nc2nccs2)c2ccccc21 | 21 | -5 | 0.2 | 0.6
COc1ccc(CNS(=O)(=O)c2csc(C(N)=O)c2)cc1 | 3 | -6 | 0.9 | 0.1
Cc1cc(OC(=O)Nc2cc(F)c(F)cc2Cl)cc(C)c1Cl | -4 | -12 | 2.0 | -0.1
CN1CCOc2cc(S(=O)(=O)NCCc3ccc(Cl)cc3)ccc21 | -8 | -9 | 1.4 | 0.0
Cc1ccccc1-c1nc2scc(-c3ccc(Br)cc3)c2c(=O)o1 | 3 | 2 | 1.8 | -0.2
CCOC(=O)C1=C(C)N=C2SCCC(=O)N2C1c1ccc(Br)cc1 (stereo not given) | -11 | 0 | 0.3 | -0.2
COc1ccc(-c2cnc3c(n2)[nH]c(=O)n3Cc2cccnc2)cc1 | -4 | 2 | 0.0 | 0.1
COc1cc(C(=O)Nc2cc(C)ccc2C)c([N+](=O)[O-])cc1OC | -1 | -3 | -1.0 | -0.1
N#Cc1c(SCC(=O)Nc2cccc(F)c2)nc2c(c1-c1ccco1)CCCC2 | -5 | -6 | 1.3 | -0.2
O=C(NNC(=O)c1nc(-c2ccccc2)n(-c2ccccc2)n1)c1ccccc1 | 6 | 11 | -0.8 | 0.1
CN(C)C(CNS(=O)(=O)c1cc([N+](=O)[O-])ccc1Cl)c1ccco1 (stereo not given) | -2 | 3 | -1.2 | -0.1
Cc1ccc(NC(=O)CN(C)S(=O)(=O)c2ccc3c(c2)CCC(=O)N3)cc1F | -12 | -12 | 1.0 | -0.4
CC(C)(C)NC(=O)NC(=O)CN1C(=O)c2cccc([N+](=O)[O-])c2C1=O | -1 | -3 | 0.0 | -0.1
CC(C)c1ccc(NC(=O)c2ccc(N3CCN(c4ccccc4Cl)CC3)c([N+](=O)[O-])c2)cc1 | -5 | 0 | 0.6 | 0.7

The list continues:
SMILES | TEAD-YAP inh | MITF inh | GPR151 activ | FBW7 act
Cc1ccc(-c2ccc(=O)n(CC(=O)NCc3ccccn3)n2)cc1 | 2 | 1 | 0.6 | -1.1
COc1ccc(Cn2c(SCC(=O)NCCc3ccccc3)nc3ccsc3c2=O)cc1 | 8 | 16 | -1.1 | 0.2
Cc1cc(C)c(NC(=O)Cn2nnc(-c3ccccc3N)n2)c(C)c1 | -2 | 4 | -0.1 | -0.1
CCOC(=O)CN(Cc1cc(OC)c(OC)c(OC)c1)S(=O)(=O)c1ccc(OC)cc1 | 3 | 13 | 0.2 | 0.2
COc1cc(N2CCN(S(=O)(=O)c3ccc(Cl)cc3)CC2)ccc1[N+](=O)[O-] | -4 | 10 | 0.1 | -0.1
